Screening results as filed in PubChem.
LMP1 NFkB inh: EBV LMP1-driven NF-kappaB luciferase reporter inhibitors, primary screen, cell-based, luminescence, single point | hit rate 0.69% among 350,000 | inhibition, % at 12.5 µM | LMP1-induced NF-kappaB luciferase reporter cells; in the data active = inhibition above about 41%;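 also: 0% = neutral control wells and 100% = reference inhibitor control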
NR2F2 inh: NR2F2 transcriptional activity inhibitors, primary screen, cell-based, luciferase reporter, HEK293T, luminescence | inhibition, % at 8.6 µM | COUP transcription factor 2 (Homo sapiens), P24468 | AID 686940, 2013 | hit rate 0.7% among 370,000 | HEK293T NGFI-A luciferase reporter;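 active = inhibition above a per-plate cutoff, mean inhibition of test wells between control levels plus 3 SD, cut at about 38% in these data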;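 also: cells cotransfected with COUP-TFII expression vector driving the NGFI-A reporter; 0% = median of COUP-TF2 test wells and 100% = reporter-only cells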
NCOA2 inhibitor: inhibition of GAL4-SRC2 driven luciferase reporter, primary screen, SRC2 inhibitor project, cell-based, luminescence | Nuclear receptor coactivator 2 (Homo sapiens), Q15596 | HEK293 GAL4-SRC2 luciferase reporter | inhibition, % at 9 µM | hit rate 0.17% among 370,000;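 active = inhibition above the mean inhibition of all tested compounds plus 3 SD, set per campaign, cut at about 52% in these data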;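 also: 0% = DMSO treated cells and 100% = cells given Gossypol at 36 µM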
MC4R antag cAMP: MC4R antagonists of cAMP signaling, primary screen, cell-based, TR-FRET, antagonist arm of biased-ligand search; Melanocortin receptor 4 (Homo sapiens), P32245; MC4R-expressing cells, MTII-stimulated cAMP, LANCE TR-FRET; inhibition, % at 6.5 µM; hit rate 0.48% among 360,000;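 active = inhibition above its plate's cutoff, the mean of tested wells on that plate plus 3 SD, cut at about 29% in these data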;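 also: 0% = Melanotan II alone and 100% = Melanotan II plus saturating MCL0020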
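System – human MC4R-expressing U2OS cells · Also added – Melanotan II · Dosing – one concentration, 6.5 µM nominal · Timing – 30-min compound, 1-h challenge, 1-h detection, room temperature · Measured by – Eu-cAMP/anti-cAMP TR-FRET, emission 671 nm · Replicates – singlicate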
ABHD5-PLIN5 inh: ABHD5-PLIN5 interaction inhibitors, primary screen, cell lysate, split luciferase complementation, luminescence | Perilipin-5 (Homo sapiens) + 1-acylglycerol-3-phosphate O-acyltransferase ABHD5 (Homo … | Split G. princeps luciferase complementation, 4 h | inhibition, % at 4 µM | hit rate 0.78% among 360,000;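 active = inhibition above the mean inhibition across every tested compound plus 3 SD, cut at about 22% in these data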;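 also: 0% = DMSO only wells and the 100% control is not disclosed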
LRH-1 inv ag: LRH-1 (NR5A2) inverse agonists, primary screen, cell-based, luminescence, HEK293T, StAR-luciferase reporter | AID 602396, 2012 | Nuclear receptor subfamily 5 group A member 2 (Homo sapiens), O00482 | inhibition, % at 3.6 µM | LRH-1 transfected, 24 h | hit rate 0.13% among 360,000;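 active = inhibition above the mean inhibition of all tested compounds plus 3 SD, cut at about 73% in these data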;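 also: 0% = DMSO wells and 100% = reporter-only cells lacking LRH-1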
MC4R barr agon: MC4R agonists recruiting beta-arrestin, primary screen, cell-based, luminescence, agonist arm of biased-ligand search | Melanocortin receptor 4 (Homo sapiens), P32245 | U2OS MC4R beta-arrestin complementation; percent of melanotan II response, DMSO zero | activation, % at 8.9 µM | hit rate 0.98% among 360,000 | AID 540308, 2011;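 active = activation above a per-plate cutoff, the mean activation of sample wells on that plate plus 3 SD, cut at about 8% in these data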
NOD2-RIPK2 inh: NOD2-RIPK2 binding disruptors in cells, primary screen, fluorescence, CHO cells, BLA complementation. Receptor-interacting serine/threonine-protein kinase 2 (Homo sapiens), O43353. CCF4 ratio. inhibition, % at 4.98 µM. hit rate 0.38% among 360,000. AID 624267, 2012; in the data active = inhibition above about 21%;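 also: 0% = vehicle only and 100% = reference blocker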
SRC1 inh: SRC1 coactivator transcriptional activity inhibitors, primary screen, cell-based, luminescence; inhibition, % at 3.6 µM; AID 588354, 2011; Nuclear receptor coactivator 1 (Homo sapiens), Q15788; hit rate 0.12% among 360,000; HEK293 GAL4-SRC1 luciferase reporter;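 active = inhibition above the campaign mean plus 3 SD, with each screening campaign given its own cutoff, cut at about 60% in these data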;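 also: 0% = DMSO treated cells and 100% = gossypol at 36 µM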
Target sequence (Q15788 whole entry, looked up, the tested form may be a part): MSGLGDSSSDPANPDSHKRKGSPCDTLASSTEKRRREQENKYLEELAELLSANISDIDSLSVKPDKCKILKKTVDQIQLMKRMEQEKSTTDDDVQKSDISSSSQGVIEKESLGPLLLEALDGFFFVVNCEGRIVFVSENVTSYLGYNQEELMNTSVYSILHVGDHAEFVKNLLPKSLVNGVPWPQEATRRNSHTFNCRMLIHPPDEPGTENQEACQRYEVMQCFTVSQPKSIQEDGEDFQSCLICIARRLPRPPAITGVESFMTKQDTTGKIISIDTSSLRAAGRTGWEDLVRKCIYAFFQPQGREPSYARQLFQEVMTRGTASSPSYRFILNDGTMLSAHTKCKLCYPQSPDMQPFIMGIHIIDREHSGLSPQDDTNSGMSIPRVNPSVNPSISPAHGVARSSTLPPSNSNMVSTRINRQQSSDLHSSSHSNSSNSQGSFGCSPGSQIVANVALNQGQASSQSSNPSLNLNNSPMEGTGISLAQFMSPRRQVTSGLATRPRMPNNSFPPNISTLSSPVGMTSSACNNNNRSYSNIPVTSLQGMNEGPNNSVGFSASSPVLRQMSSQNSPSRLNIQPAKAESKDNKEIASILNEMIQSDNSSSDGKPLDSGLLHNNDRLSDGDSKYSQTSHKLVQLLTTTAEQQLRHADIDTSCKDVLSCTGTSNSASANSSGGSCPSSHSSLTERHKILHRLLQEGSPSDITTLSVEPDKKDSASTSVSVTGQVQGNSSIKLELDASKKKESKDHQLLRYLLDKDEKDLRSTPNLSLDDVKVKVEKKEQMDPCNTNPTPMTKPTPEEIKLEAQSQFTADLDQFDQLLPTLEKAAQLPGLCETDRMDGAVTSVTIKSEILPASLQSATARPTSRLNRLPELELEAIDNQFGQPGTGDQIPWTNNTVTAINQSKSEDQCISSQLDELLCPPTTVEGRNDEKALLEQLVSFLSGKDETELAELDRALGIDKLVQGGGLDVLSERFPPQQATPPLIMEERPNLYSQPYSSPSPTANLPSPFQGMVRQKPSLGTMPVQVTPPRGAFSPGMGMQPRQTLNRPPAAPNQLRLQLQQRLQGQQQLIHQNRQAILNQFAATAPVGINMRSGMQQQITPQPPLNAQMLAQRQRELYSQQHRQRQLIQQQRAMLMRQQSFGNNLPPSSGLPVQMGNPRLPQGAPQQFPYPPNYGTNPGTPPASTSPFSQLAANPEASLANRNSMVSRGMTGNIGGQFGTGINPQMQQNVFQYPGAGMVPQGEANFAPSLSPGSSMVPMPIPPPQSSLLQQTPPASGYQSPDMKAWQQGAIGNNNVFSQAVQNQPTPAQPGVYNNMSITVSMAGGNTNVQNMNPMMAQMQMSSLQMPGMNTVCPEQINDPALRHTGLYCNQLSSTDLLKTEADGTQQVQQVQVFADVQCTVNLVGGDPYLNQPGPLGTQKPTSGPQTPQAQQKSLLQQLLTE
NCOA3 inh: SRC3 coactivator transcriptional activity inhibitors, primary screen, cell-based, luminescence; HEK293 GAL4-SRC3 luciferase reporter; inhibition, % at 3.6 µM; hit rate 0.17% among 360,000;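 active = inhibition above a per-campaign cutoff, the mean of all compounds plus 3 SD, cut at about 60% in these data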;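 also: 0% = DMSO-treated cells and 100% = gossypol-treated cells at 36 µM; higher means less SRC3-driven luciferase light from the GAL4 reporter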
TLR9-MyD88 block: inhibitors of TLR9-MyD88 association in cells, primary screen, cell-based, CHO, BLA complementation, fluorescence; Toll-like receptor 9 (Homo sapiens) + Myeloid differentiation primary response protein …; CCF4 FRET ratio; inhibition, % at 4.98 µM; hit rate 0.21% among 340,000; AID 504734, 2011;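 active = inhibition above the mean over all tested compounds plus 3 SD, cut at about 21% in these data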;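 also: 0% = DMSO only wells and 100% = clavulanate BLA inhibitor control wells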
* = called active by the depositor; x = no result given. The list is partial (hit frequency here may not be typical).

[1] N#Cc1nc(-c2ccco2)oc1NCCc1ccccc1
[2] CCOc1cccc(OCCCCn2cnc3ccccc3c2=O)c1
[3] CCCc1cc(=O)[nH]c(SCC(=O)N(CC)C2CCS(=O)(=O)C2)n1 (stereo not given)
[4] O=C(Nc1ccc(N2CCN(C(=O)c3ccco3)CC2)cc1)c1ccccc1Br
[5] CCN(Cc1nc(-c2ccccc2)no1)C(=O)c1ccco1
[6] C=C(C)Cn1c2ccc(NC(=O)CCc3cccnc3)cc2c(=O)n1C
screen / no.,1,2,3,4,5,6
LMP1 NFkB inh,-6,0,-2,-3,-2,x
NR2F2 inh,-16,7,x,7,6,6
NCOA2 inhibitor,-19,11,x,-14,-2,19
MC4R antag cAMP,14,18,5,-2,6,2
ABHD5-PLIN5 inh,1,-3,-1,2,6,-1
LRH-1 inv ag,-34,0,2,-5,-14,-3
MC4R barr agon,-0.9,-1.6,-1.5,-0.9,-1.2,-0.5
NOD2-RIPK2 inh,-8,-3,-11,-1,0,-1
SRC1 inh,0,-3,-24,7,-11,10
NCOA3 inh,-8,-8,-11,-1,-14,12
TLR9-MyD88 block,9,-11,-8,-13,-7,x

[7] COc1cc(CN2CCCC(C(=O)c3ccc(SC)cc3)C2)cc(Cl)c1O (stereo not given)
[8] Clc1ccccc1Cc1noc(CN2CCCCC2c2ccccn2)n1 (stereo not given)
[9] Cn1cc(S(=O)(=O)c2ccccc2)c(=O)c2cc(Cl)ccc21
[10] Cc1ccc(C)c(NC(=O)CN(C)C(=O)c2oc3c(Cl)cccc3c2C)c1
[11] COc1ccc(NC(=O)Cc2ccc(Cl)cc2)cc1NC(=O)c1ccco1
[12] CC(=O)c1cc2c(cc1NC(=O)CN1CCN(c3ccc(F)cc3)CC1)OCO2
screen / no.,7,8,9,10,11,12
LMP1 NFkB inh,-1,-1,-4,-15,10,-1
NR2F2 inh,20,-4,1,6,9,5
NCOA2 inhibitor,-5,-7,4,-5,-2,-1
MC4R antag cAMP,14,1,2,5,-3,-2
ABHD5-PLIN5 inh,-2,-3,3,0,-8,0
LRH-1 inv ag,-8,10,-10,-2,-10,3
MC4R barr agon,1.2,0.4,0.8,-0.7,-1.0,-1.1
NOD2-RIPK2 inh,-1,-7,0,-2,1,6
SRC1 inh,1,14,12,-4,1,-32
NCOA3 inh,-8,0,11,-19,8,2
TLR9-MyD88 block,-2,-10,18,5,-4,0

[13] CC(=O)/C(N=Nc1ccc(-n2ccc(C(F)(F)F)n2)cc1)=C(\C)O
[14] CCOc1ccc(NC(C)=O)cc1N
[15] COc1ccc(NC(=O)N(C2CCCCC2)C(C)c2ccco2)c(OC)c1 (stereo not given)
[16] Cc1ccc(-c2nnn(CC(=O)N(c3ccc(F)cc3)C(C(=O)NC(C)(C)C)c3ccco3)n2)o1 (stereo not given)
[17] CC(=O)NN1CCc2cc3ccc(C)cc3nc21
[18] O=C1[C@H]2[C@H](ON3CCCC[C@H]23)C(=O)N1c1ccc(Cl)cc1
screen / no.,13,14,15,16,17,18
LMP1 NFkB inh,10,9,-7,-5,10,-5
NR2F2 inh,-9,-4,18,2,5,3
NCOA2 inhibitor,-3,-20,12,-4,0,2
MC4R antag cAMP,7,10,11,13,7,1
ABHD5-PLIN5 inh,1,2,2,0,-5,0
LRH-1 inv ag,-3,-14,2,-15,6,1
MC4R barr agon,0.4,-0.5,1.7,5.2,-0.1,-2.8
NOD2-RIPK2 inh,-3,-1,-4,-2,5,1
SRC1 inh,2,-3,-18,-3,3,13
NCOA3 inh,1,-5,-2,1,-20,-1
TLR9-MyD88 block,0,-4,7,8,4,-5

[19] COc1cccc(CNC(=O)CCNC(=O)c2ccccc2OC)c1
[20] CCCC(=O)N1CCN(c2ccc(NC(=O)c3cccs3)cc2Cl)CC1
[21] Cc1cnc(NC(=O)CN2CCN(c3ccccc3F)CC2)s1
[22] CN(C)C(=O)C(=O)c1c(-c2ccccc2)cc2ccccn12
[23] COc1ccc(C(CNC(=O)c2ccc(NS(=O)(=O)c3cccc([N+](=O)[O-])c3)cc2)N2CCOCC2)cc1 (stereo not given)
[24] CN(C(=O)COC(=O)c1cccc(S(=O)(=O)N2CCCCC2)c1)C1CCS(=O)(=O)C1 (stereo not given)
screen / no.,19,20,21,22,23,24
LMP1 NFkB inh,2,-1,-10,-4,2,-5
NR2F2 inh,5,1,3,10,-18,-15
NCOA2 inhibitor,-6,6,3,-11,-3,20
MC4R antag cAMP,7,4,7,7,5,-7
ABHD5-PLIN5 inh,5,-3,6,10,-1,-2
LRH-1 inv ag,-10,14,13,25,11,-3
MC4R barr agon,-1.3,-2.5,-2.1,-2.5,-4.1,-1.3
NOD2-RIPK2 inh,-15,-11,6,-6,-6,-8
SRC1 inh,-4,-5,-36,4,-9,-15
NCOA3 inh,9,6,-14,4,5,5
TLR9-MyD88 block,0,5,4,1,13,5

[25] COCCN(C(=O)CSc1nnc2cc(C)c3ccccc3n12)c1c(N)n(Cc2ccccc2)c(=O)[nH]c1=O
[26] COc1cc(/C=C/C(=O)O)cc(S(=O)(=O)NC2CCCC2)c1OC
[27] O=C(OCc1c(Cl)cccc1Cl)c1cccnc1Cl
[28] COc1ccc(NC(=O)CC2C(=O)N(c3ccccc3)C(=O)N2Cc2ccco2)cc1 (stereo not given)
[29] O=C(NC1CCCCCC1)c1c(F)c(F)c(F)c(F)c1F
[30] COc1cccc(/C=N/NC(=O)CSc2cccc3cccnc23)c1
screen / no.,25,26,27,28,29,30
LMP1 NFkB inh,0,-4,8,-4,0,-15
NR2F2 inh,7,-5,-3,-2,-11,1
NCOA2 inhibitor,-15,-12,-38,3,-6,-25
MC4R antag cAMP,27,4,-4,2,9,-2
ABHD5-PLIN5 inh,-2,-1,-1,5,2,0
LRH-1 inv ag,-4,3,31,7,19,-9
MC4R barr agon,0.1,0.5,-1.5,0.7,-0.2,-2.2
NOD2-RIPK2 inh,-11,2,5,3,-6,-4
SRC1 inh,-8,4,4,11,1,-10
NCOA3 inh,8,6,3,-11,1,-14
TLR9-MyD88 block,-20,5,1,1,0,6

[31] COCC(C)n1c(C)cc(C(=O)COC(=O)c2n[nH]c3ccccc23)c1C (stereo not given)
[32] COCC(=O)N(C)C[C@H]1N[C@@](C)(C(=O)OC)[C@H]2C(=O)N(C)C(=O)[C@@H]12
[33] CCOc1ccc(-n2c(N)c(C(=O)N3CCN(C)CC3)sc2=S)cc1
[34] CCOC(=O)c1ccc(NC(=O)CSc2nc3c(c(=O)n2-c2ccccc2OC)SCC3)cc1
[35] CC(=O)Nc1ccc(Nc2ncnc3c2cnn3-c2ccc(C)cc2C)cc1
[36] O=C(COC(=O)Cc1ccc(Cl)cc1)Nc1c(F)cccc1F
screen / no.,31,32,33,34,35,36
LMP1 NFkB inh,25,-11,-19,2,7,-23
NR2F2 inh,8,-9,3,16,-11,5
NCOA2 inhibitor,-21,18,11,18,-5,-14
MC4R antag cAMP,-3,3,-1,5,-3,-1
ABHD5-PLIN5 inh,-5,8,-3,6,0,3
LRH-1 inv ag,-76,-16,0,8,-7,-13
MC4R barr agon,-1.4,-1.2,-0.9,-0.1,2.2,-1.7
NOD2-RIPK2 inh,-2,11,4,-11,-12,2
SRC1 inh,-53,-22,0,3,7,4
NCOA3 inh,18,-9,8,-15,-4,7
TLR9-MyD88 block,3,-2,-7,0,-3,9

[37] Cc1ccnc(NC(=O)c2ccccc2[N+](=O)[O-])c1
[38] O=C(Cc1cccs1)Nc1ccc2c(c1)C(=O)OC2
[39] COCC1CCCN(C(=O)c2ccc3oc(C(C)C)nc3c2)C1 (stereo not given)
[40] Cc1ccc(-n2c(C3CC3c3ccc(Cl)cc3)n[nH]c2=S)cc1 (stereo not given)
[41] O=C(COc1cccc2ccccc12)Nc1ccc(Cl)cc1C(=O)O
[42] COc1cc(C(=O)N2CCN(c3cccc(C)c3C)CC2)ccc1OCC(=O)N1CCOCC1
screen / no.,37,38,39,40,41,42
LMP1 NFkB inh,-2,5,-2,4,-13,5
NR2F2 inh,-19,-24,4,2,0,20
NCOA2 inhibitor,-8,2,-13,8,-30,-5
MC4R antag cAMP,11,2,11,17,0,11
ABHD5-PLIN5 inh,3,-5,2,-13,-5,-8
LRH-1 inv ag,-12,2,5,0,-9,-6
MC4R barr agon,-0.1,-1.1,-1.8,7.7,-0.7,1.4
NOD2-RIPK2 inh,-7,1,8,2,3,3
SRC1 inh,-12,3,-17,-1,-11,-14
NCOA3 inh,-46,2,12,13,2,25
TLR9-MyD88 block,9,-2,1,-12,9,0

[43] O=C(Nc1ccccc1Oc1cccnc1)C1CCCN(Cc2ccccc2O)C1 (stereo not given)
[44] NC(=O)Cc1ccc(C(=O)c2ccc(Cl)cc2)s1
[45] Cc1ccc(SCCC(=O)Nc2ccccc2C(=O)NC2CCCCC2)cc1
[46] CCN(Cc1cc(=O)[nH]c2ccccc12)C(=O)c1ccc(C)cc1
[47] CC(C)c1ccc(S(=O)(=O)/N=C2\C=C(NS(=O)(=O)c3ccccc3)C(=O)c3ccccc32)cc1
[48] CC(C)(C)OC(=O)N1CCCC(C(=O)Nc2ccc(C(=O)N3CCCCC3)cc2)C1 (stereo not given)
[49] CCOc1ccc(NC(=O)CN(C)C(=O)C2CC(=O)N(CCc3ccc(OC)c(OC)c3)C2)cc1OCC (stereo not given)
screen / no.,43,44,45,46,47,48,49
LMP1 NFkB inh,-1,-11,4,-4,-2,-3,-1
NR2F2 inh,-1,-3,-6,-4,18,-1,-8
NCOA2 inhibitor,-31,-76,2,-29,14,-10,4
MC4R antag cAMP,22,23,-1,-5,7,-2,-4
ABHD5-PLIN5 inh,-1,5,-4,2,-13,-2,2
LRH-1 inv ag,11,-31,4,17,8,0,1
MC4R barr agon,2.5,-1.1,9.4*,-2.0,2.3,-0.3,-1.6
NOD2-RIPK2 inh,-4,-3,-4,-5,-9,-5,-3
SRC1 inh,7,-43,-8,-1,-3,-14,-1
NCOA3 inh,6,-8,-21,5,-13,-15,-56
TLR9-MyD88 block,-6,-3,-7,-1,-5,-14,-6
